Assay outcomes as filed in PubChem BioAssay.
697 NFkB inh: inhibitors of the PMA/ionomycin-induced NF-kB reporter in 697 B cells; 697 B-cell NF-kB luciferase reporter, 16 h; inhibition, % at 4 µM; 0.33% of 330,000 active; in the data active = inhibition above about 35%
Apaf1 inhib: blocks human Apaf-1 apoptosome activity. O14727. reconstituted apoptosome caspase-3 activity, DEVD-Rh110 fluorescence. inhibition, % at 20 µM. 0.71% of 330,000 active; active = inhibition of at least 40% at 20 µM;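 also: plate controls were DMSO wells for no effect and DEVD-CHO caspase inhibitor wells for full effect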
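System – cell-free apoptosome with Apaf-1, procaspase-3 and caspase-9 · Buffer or medium – pH 7.5 Hepes buffer with CHAPS, BSA, DTT · Also added – cytochrome c with DEVD-Rh110 · Times – 30 min compound preincubation, 50 min activation, room temperature · Technique – Rh110 fluorescence intensity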
Jurkat NFkB inh: inhibitors of the PMA/ionomycin-induced NF-kB reporter in Jurkat cells | PMA/ionomycin-induced NF-kB luciferase reporter, luminescence | 0.53% of 330,000 active | AID 435003 | inhibition, % at 4 µM
HKDC1 inh: inhibitors of human hexokinase HKDC1; Q2TB90; recombinant HKDC1, G6PDH/diaphorase resazurin coupled fluorescence; 0.16% of 340,000 active; AID 493160; inhibition, % at 20 µM;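 active = inhibition above about 35% when tested at 20 µM, limit read from the data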;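 also: plate controls were DMSO wells with enzyme for no effect and DMSO wells lacking enzyme for full effect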
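Test system: recombinant HKDC1 (HK5) hexokinase enzyme, produced in-house; Amount: enzyme 5 µg/mL final; Buffer or medium: Tris pH 8.0 buffer with MgCl2, Tween-20, BSA, BME; Reagent: glucose and ATP substrates; Doses: 20 µM test compound, 1% DMSO; Incubation: 90 min reaction incubation at room temperature, dark; Detection: resorufin fluorescence at 613 nm.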
SENP8 block: inhibitors of human SENP8 protease. AID 2540. 1.2% of 330,000 active. inhibition, % at 10 µM. purified SENP8, Z-RLRGG-aminoluciferin cleavage, luminescence. Q96LD8
Target sequence (Q96LD8 whole entry, looked up): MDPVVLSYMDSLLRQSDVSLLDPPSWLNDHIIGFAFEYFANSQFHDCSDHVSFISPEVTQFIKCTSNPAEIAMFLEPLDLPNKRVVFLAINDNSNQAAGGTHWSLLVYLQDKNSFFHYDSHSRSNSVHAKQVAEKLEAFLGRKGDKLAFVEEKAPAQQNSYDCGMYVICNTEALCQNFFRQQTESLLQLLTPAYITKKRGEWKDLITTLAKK
UBC13 inh: inhibitors of human UBC13 polyubiquitin chain formation; P61088; TR-FRET; inhibition, % at 20 µM; 0.47% of 330,000 active; AID 485273; in the data active = inhibition above about 45%, passing the limit was not always enough
Target sequence (P61088 whole entry, looked up): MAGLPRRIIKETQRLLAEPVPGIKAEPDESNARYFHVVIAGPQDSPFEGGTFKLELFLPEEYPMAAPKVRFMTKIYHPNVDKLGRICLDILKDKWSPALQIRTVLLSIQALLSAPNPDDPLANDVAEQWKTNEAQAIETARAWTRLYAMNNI
SENP7 block: blocks the human protease SENP7; Q9BQF6; recombinant SENP7, Z-RLRGG-aminoluciferin luminescence, 40 min; inhibition, % at 5 µM; 1.5% of 330,000 active; AID 434973;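 active = inhibition above about 50% at the single test dose, limit read from the data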;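 also: plate controls were DMSO with enzyme for no effect and no enzyme buffer wells for full effect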
Target sequence (Q9BQF6 706-1050 limits assumed): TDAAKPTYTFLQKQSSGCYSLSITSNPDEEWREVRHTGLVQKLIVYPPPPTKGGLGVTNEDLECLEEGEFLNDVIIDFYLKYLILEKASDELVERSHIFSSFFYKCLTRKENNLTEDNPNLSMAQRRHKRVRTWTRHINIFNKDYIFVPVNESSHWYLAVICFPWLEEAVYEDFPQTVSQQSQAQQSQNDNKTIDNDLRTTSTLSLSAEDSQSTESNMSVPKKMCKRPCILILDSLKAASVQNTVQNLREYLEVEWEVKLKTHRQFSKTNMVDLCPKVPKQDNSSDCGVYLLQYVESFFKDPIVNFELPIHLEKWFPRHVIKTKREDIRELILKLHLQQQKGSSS
Gli-Sufu block: antagonists of Gli-Sufu signaling; Sufu-KO-LIGHT fibroblasts, Gli luciferase reporter luminescence; inhibition, % at 5 µM; AID 588413; 0.74% of 340,000 active;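 active = inhibition above about 55%, limit read from the data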;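 also: 0% = DMSO-treated cells and 100% = wells with medium but no cells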
* marks the source's active call; other numbers are inactive results; nt = not tested or not shown. Rule as the data show it, unless noted: active = inhibition above about 50%; inactive = the rest. An unsorted share of the library; 3.6% or so of the library scored in one or more.

Field names: A = 697 NFkB inh; B = Apaf1 inhib; C = Jurkat NFkB inh; D = HKDC1 inh; E = SENP8 block; F = UBC13 inh; G = SENP7 block; H = Gli-Sufu block
(1) CCOc1ccc(C(=S)N2CCCC2)c(OCC)c1
  A: -2	B: -14	C: -10	D: -4	E: 1	F: 6	G: 5	H: -4
(2) COc1ccc(C(CNC(=O)c2ccccc2C)N2CCCC2)cc1 (centres undefined)
  A: -35	B: 17	C: -18	D: -1	E: -2	F: -9	G: 3	H: 9
(3) O=C(CNC(=O)c1ccccc1)NCC(=O)OCC(=O)c1ccc([N+](=O)[O-])cc1
  A: 8	B: 1	C: 2	D: -9	E: 3	F: -13	G: 7	H: 8
(4) COc1cccc(C(c2sc3ncnn3c2O)N2CCN(C(=O)c3ccco3)CC2)c1 (centres undefined)
  A: -1	B: 7	C: 1	D: -7	E: -8	F: -10	G: 11	H: -8
(5) CC1=NOC(=O)/C1=C\c1ccc(-c2ccc(Cl)c(C(=O)O)c2)o1
  A: -13	B: 15	C: -2	D: -2	E: -5	F: -25	G: -3	H: 5
(6) C/C(Cl)=C/Cc1c(C)[nH]c2c(ccc3ccccc32)c1=O
  A: -22	B: 6	C: -23	D: -4	E: -2	F: -7	G: 15	H: 48
(7) CCC1CN(C(=O)NCc2ccc(F)cc2)c2ccccc2O1 (centres undefined)
  A: 7	B: 2	C: 1	D: -3	E: -3	F: 11	G: 5	H: 6
(8) CN(C)/C=N/NC(=O)C1Cc2c(ccc3ccccc23)O1 (centres undefined)
  A: 5	B: -2	C: 3	D: -6	E: 2	F: 2	G: -8	H: -1
(9) CC(OC(=O)CC(C)c1ccccc1)C(=O)Nc1ccc(Cl)cn1 (centres undefined)
  A: 15	B: 14	C: -4	D: 3	E: -4	F: 1	G: 2	H: -1
(10) CCN(C(=O)COC(=O)c1cc(-c2cccs2)nc2ccccc12)C1CCS(=O)(=O)C1 (centres undefined)
  A: 15	B: 9	C: -14	D: -5	E: -12	F: 12	G: 0	H: -4

Complete entries from above. Screens in order: 697 NFkB inh	Apaf1 inhib	Jurkat NFkB inh	HKDC1 inh	SENP8 block	UBC13 inh	SENP7 block	Gli-Sufu block
CC(OC(=O)CC(C)c1ccccc1)C(=O)Nc1ccc(Cl)cn1 (centres undefined) across the screens: 15	14	-4	3	-4	1	2	-1
O=C(CNC(=O)c1ccccc1)NCC(=O)OCC(=O)c1ccc([N+](=O)[O-])cc1 across the screens: 8	1	2	-9	3	-13	7	8
COc1ccc(C(CNC(=O)c2ccccc2C)N2CCCC2)cc1 (centres undefined) across the screens: -35	17	-18	-1	-2	-9	3	9
CN(C)/C=N/NC(=O)C1Cc2c(ccc3ccccc23)O1 (centres undefined) across the screens: 5	-2	3	-6	2	2	-8	-1

Taken from above:
Under SENP8 block, no. 2 has the entry -2
Under Gli-Sufu block, no. 9 has the entry -1
Under HKDC1 inh, no. 6 has the entry -4

Back to the main list, starting 3 compounds before the break.
Field names: A = 697 NFkB inh; B = Apaf1 inhib; C = Jurkat NFkB inh; D = HKDC1 inh; E = SENP8 block; F = UBC13 inh; G = SENP7 block; H = Gli-Sufu block
(8) CN(C)/C=N/NC(=O)C1Cc2c(ccc3ccccc23)O1 (centres undefined)
  A: 5	B: -2	C: 3	D: -6	E: 2	F: 2	G: -8	H: -1
(9) CC(OC(=O)CC(C)c1ccccc1)C(=O)Nc1ccc(Cl)cn1 (centres undefined)
  A: 15	B: 14	C: -4	D: 3	E: -4	F: 1	G: 2	H: -1
(10) CCN(C(=O)COC(=O)c1cc(-c2cccs2)nc2ccccc12)C1CCS(=O)(=O)C1 (centres undefined)
  A: 15	B: 9	C: -14	D: -5	E: -12	F: 12	G: 0	H: -4
(11) O=C(NCc1ccccn1)C1CN(S(=O)(=O)c2ccccc2)CCN1S(=O)(=O)c1ccccc1 (centres undefined)
  A: 1	B: 5	C: 13	D: 0	E: 3	F: 1	G: 4	H: -2
(12) COCC(=O)Nc1ccc(S(=O)(=O)Nc2ccccn2)cc1
  A: 2	B: -3	C: 9	D: -11	E: -6	F: 6	G: -2	H: -2
(13) O=C(Nc1nc2ccccc2c2nc3ccccc3n12)c1ccc(F)cc1
  A: 4	B: 6	C: -5	D: nt	E: 3	F: 9	G: -1	H: nt
(14) O=C(c1cc(-c2ccccn2)nc2ccccc12)N1CCN(c2ncccn2)CC1
  A: -10	B: -6	C: 0	D: -12	E: 3	F: -1	G: -4	H: -7
(15) COc1ccccc1/C=N/NC(=S)Nc1cccnc1
  A: 11	B: 8	C: 3	D: 10	E: -6	F: -12	G: 3	H: 9
(16) CN(C)c1cccc(C(=O)N/N=C/c2ccccc2F)c1
  A: -88	B: 11	C: -128	D: -1	E: -1	F: -14	G: 15	H: 0
(17) COc1ccc(CCNC(=O)CSCc2ccc([N+](=O)[O-])cc2)cc1OC
  A: -2	B: -4	C: 15	D: -17	E: -8	F: 6	G: -4	H: 7
(18) N#Cc1ccsc1NC(=O)CSc1nnnn1-c1ccc(O)cc1
  A: 4	B: -19	C: -10	D: 6	E: 35	F: 15	G: 18	H: -10
(19) Cc1c(C(=O)c2ccc(Cl)cc2[N+](=O)[O-])c2ccccn2c1CCC#N
  A: 1	B: 6	C: -2	D: 1	E: -6	F: -15	G: 4	H: 4
(20) CCOc1cccc(C(=O)Nc2nccs2)c1
  A: -35	B: 9	C: -35	D: -7	E: -15	F: 0	G: 13	H: -28
(21) Cc1cc(=O)oc(C)c1C(=O)NCCN(C)Cc1ccccc1
  A: 16	B: -11	C: -3	D: 1	E: 1	F: -5	G: 8	H: -6
(22) C=C(C)Cn1c(N2CCCC2)nc2c1c(=O)n(C)c(=O)n2C
  A: -5	B: 1	C: -4	D: -3	E: -12	F: 1	G: -13	H: 9
(23) CN1CCN(C(=S)Nc2ccc(Cl)cc2)CC1
  A: -7	B: -3	C: 11	D: 5	E: -2	F: 6	G: 4	H: 0
(24) Cc1c(Cl)cccc1NC(=O)CSc1ccc(-c2cccnc2)nn1
  A: 3	B: -4	C: -24	D: -4	E: 0	F: -4	G: -3	H: 3
(25) O=C(O)CCCCCNC(=O)/C=C/c1ccco1
  A: -37	B: -3	C: -10	D: -3	E: -5	F: -16	G: -3	H: 0
(26) COc1ccc(Cl)cc1NC(=O)CN(C)C1CCCCC1
  A: 7	B: 16	C: -8	D: -2	E: 3	F: 30	G: 1	H: -3
(27) O=C(NC1CCCc2ccccc21)c1c(F)cccc1Cl (centres undefined)
  A: 9	B: 9	C: -9	D: -11	E: -11	F: -6	G: 8	H: -2
(28) O=C(COC(=O)/C=C/c1ccc(OC(F)F)cc1)NC1CCCCCC1
  A: -1	B: -64	C: 12	D: 9	E: -7	F: -5	G: 3	H: -2
(29) COCCCNc1ncnc2c1cnn2-c1ccc(C)cc1C
  A: -5	B: -23	C: -11	D: -11	E: -5	F: -1	G: -5	H: -9
(30) O=C(N/C(=C/c1ccc(Cl)cc1)C(=O)N1CCOCC1)c1ccccc1
  A: -3	B: 8	C: -14	D: -7	E: -5	F: -6	G: -12	H: 2
(31) O=C(NCCCN1CCCC1=O)c1cc(=O)c2ccccc2o1
  A: 16	B: -2	C: 9	D: -9	E: -5	F: 2	G: -2	H: -7
(32) O=C(CN1CCN(c2ccc(C(F)(F)F)cn2)CC1)Nc1ccc2c(c1)OCO2
  A: -2	B: 4	C: 1	D: 4	E: -4	F: -8	G: -1	H: 48
(33) CCOC(=O)c1c(C)[nH]c(C(=O)OCC(=O)Nc2cc(C)c(Cl)cc2OC)c1C
  A: -7	B: 11	C: -3	D: -4	E: 2	F: -12	G: 1	H: 8
(34) CCOC(=O)C1CCN(c2c(NCc3ccc(C(=O)NC(C)CC)cc3)c(=O)c2=O)CC1 (centres undefined)
  A: 7	B: 4	C: -8	D: 3	E: 3	F: 3	G: -1	H: 23
(35) CC(/C=N/NC(=O)c1cc(-c2cccnc2)nc2c1c(C)nn2-c1ccccc1)=C\c1ccccc1
  A: 28	B: 9	C: 25	D: 15	E: -6	F: -12	G: 8	H: 31
(36) COc1cc(C(=O)NCCSc2ccc(F)cc2)cc(OC)c1OC
  A: 17	B: 0	C: -7	D: -6	E: 5	F: 7	G: 0	H: 6
(37) Cc1ccc(NN=Nc2nc3c([nH]2)c(=O)n(C)c(=O)n3C)cc1
  A: 3	B: 0	C: -1	D: -2	E: 2	F: -7	G: 0	H: -14
(38) CCN(CC)S(=O)(=O)c1ccc(Cl)c(C(=O)NC)c1
  A: 7	B: 2	C: 6	D: -10	E: -6	F: -2	G: -2	H: -3
(39) COc1ccc(C(=O)NCc2ccccn2)cc1
  A: -29	B: 4	C: -17	D: -2	E: 2	F: -4	G: -9	H: -1
(40) COc1ccc(CN2CCN(CCCc3ccccc3)C(CCO)C2)cc1OC (centres undefined)
  A: -6	B: -6	C: -6	D: 0	E: -2	F: -2	G: 11	H: -8
(41) Nn1cnnc1N/N=C/c1cc([N+](=O)[O-])c(Cl)cc1Cl
  A: 23	B: 0	C: 3	D: -1	E: 1	F: -7	G: 2	H: 4
(42) CCC(C)Nc1nc(Cl)nc(NCCOc2ccccc2)n1 (centres undefined)
  A: -18	B: 4	C: 10	D: 0	E: 5	F: 8	G: 3	H: -5
(43) NC(=O)NC(=O)C(Nc1ccc2c(c1)CCC2)c1ccccc1 (centres undefined)
  A: 15	B: 3	C: -2	D: 3	E: 7	F: 2	G: 2	H: 6
(44) Nc1nccnc1C(=O)OCC(=O)NNC(=O)c1ccccc1
  A: 12	B: 2	C: 4	D: -2	E: 2	F: 14	G: -2	H: 1
(45) Cc1cc(C)c(NC(=O)CN)c(C)c1
  A: 19	B: -2	C: 4	D: -5	E: 2	F: 2	G: 4	H: -10
(46) CCN(CC)CCSc1nnc(Nc2ccccc2)n1-c1ccccc1
  A: 7	B: 0	C: -3	D: -7	E: -2	F: 3	G: -6	H: 10
(47) CCCCCNC(=O)c1ccc(NS(=O)(=O)c2ccc3[nH]c(=O)[nH]c3c2)cc1
  A: -45	B: -8	C: -16	D: -5	E: -2	F: -2	G: 11	H: -14
(48) CCN(CC)CCN(C(=O)/C=C/c1cccs1)c1nc2ccc(F)cc2s1
  A: -4	B: 21	C: -19	D: -1	E: -3	F: 14	G: 7	H: 15
(49) CCOC(=O)Cn1nc(C)c(NC(=O)COc2ccc([N+](=O)[O-])c(C)c2)c1C
  A: 16	B: 5	C: -10	D: -5	E: -7	F: -4	G: 0	H: -2
(50) Cc1cccc(OCc2nnc(N)s2)c1C
  A: 13	B: -18	C: -4	D: -7	E: -10	F: 10	G: -5	H: -3
(51) Cc1sc2ncnc(N3CCC(C(=O)Nc4nc(-c5ccc(F)cc5)cs4)CC3)c2c1C
  A: -282	B: 18	C: 8	D: 2	E: -4	F: -5	G: 6	H: 6
(52) Cc1cc(N2CCN(c3ccccc3)CC2)nc(N)n1
  A: 0	B: -7	C: -9	D: -4	E: -2	F: -6	G: 2	H: 8
